BLM helicase inh = qHTS Assay for Inhibitors of Bloom's syndrome helicase (BLM). recombinant BLM DNA unwinding, fluorescence dequenching. Potency, µM (titrated, usually from 56.1 µM), inactives show top-dose activity change, negative = inhibition, hits mostly inhibitors. 350,000 compounds, 0.2% hits;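 further: potency means the concentration at half of the fitted maximal effect; plate controls were vehicle for no effect and no enzyme for full effect; nearly all actives have a fitted effect of over 35% in size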
Pol iota inh = qHTS for Inhibitors of Polymerase Iota; Pol iota fluorescent replication assay, 10 min; Potency, µM (series often up to 115 µM), for inactives: at the top dose activity, negative = inhibition, usual class: inhibitors; 390,000 compounds, 1% hits; AID 588590, 2011; further: potency means the concentration at half of the fitted maximal effect
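Fluorescent replication assay read twice, at 0 min and 10 min after adding 50 nM (final) substrate. Enzyme (10 nM) and compounds were first incubated 15 min at room temperature; enzyme-free buffer wells were negative controls.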
APE1 inh = qHTS Assay for Inhibitors of the Human Apurinic/apyrimidinic Endonuclease 1 (APE1); AID 2517, 2012; 350,000 compounds, 0.35% hits; Potency, µM (top dose mostly 65.8 µM), for the others: at the top dose activity change, negative = inhibition, usual class: inhibitors; recombinant APE1, TAMRA/BHQ-2 abasic DNA cleavage fluorescence;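 further: potency means the concentration at half of the fitted maximal effect; plate controls were vehicle for no effect and reference inhibitor for full effect; nearly all actives have a fitted effect of over 55% in size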
Target sequence (P27695 whole entry, looked up): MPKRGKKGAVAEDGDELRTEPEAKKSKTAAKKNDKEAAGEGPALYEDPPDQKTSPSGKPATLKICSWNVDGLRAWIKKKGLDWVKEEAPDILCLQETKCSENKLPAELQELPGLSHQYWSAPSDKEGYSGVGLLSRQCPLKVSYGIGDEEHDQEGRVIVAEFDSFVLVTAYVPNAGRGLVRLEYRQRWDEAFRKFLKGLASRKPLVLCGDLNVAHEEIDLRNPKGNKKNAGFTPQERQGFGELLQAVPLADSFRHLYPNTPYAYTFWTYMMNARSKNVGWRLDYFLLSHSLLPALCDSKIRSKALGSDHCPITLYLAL
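Enzyme (0.75 nM final) and test compound are incubated 15 min at room temperature before adding 50 nM quenched THF abasic-site duplex. Cleavage dequenches TAMRA, followed at 525/598 nm over three reads one minute apart.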
TRHR ag = qHTS for Small Molecule Agonists and Allosteric Enhancers of Human TRH Receptor: Primary Screen for Agonists; activation, % at 2 µM; 360,000 compounds, 0.18% hits; TRHR cells, calcium flux fluo-8, FDSS agonist mode; in the data active means activation above about 30%; further: 0% is about no effect
Target sequence (P34981 whole entry, looked up): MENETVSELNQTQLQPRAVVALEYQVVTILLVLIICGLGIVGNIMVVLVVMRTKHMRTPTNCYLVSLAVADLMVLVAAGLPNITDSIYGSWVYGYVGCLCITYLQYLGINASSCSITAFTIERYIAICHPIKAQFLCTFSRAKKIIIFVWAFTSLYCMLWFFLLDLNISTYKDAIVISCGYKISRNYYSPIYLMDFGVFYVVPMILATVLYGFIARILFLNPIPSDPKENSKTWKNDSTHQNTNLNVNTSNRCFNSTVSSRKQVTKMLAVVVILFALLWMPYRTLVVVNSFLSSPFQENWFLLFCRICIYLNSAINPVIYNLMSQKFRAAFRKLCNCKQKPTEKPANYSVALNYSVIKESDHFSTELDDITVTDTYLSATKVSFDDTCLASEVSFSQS
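Steps: seed TRHR cells overnight; add fluo-8 no-wash Ca dye, RT 30 min–1.5 h; record 10 s baseline; pin-transfer compounds; monitor fluorescence 1 cycle/s for the agonist window. Calcium increases flag candidate agonists.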
POLB inh = qHTS Assay for Inhibitors of DNA Polymerase Beta | 340,000 compounds, 1.3% hits | Potency, µM (titrated, usually from 114 µM), for the others: top-dose activity change, negative = inhibition, hits mostly inhibitors | Pol beta primer extension/strand displacement, fluorescence kinetic; further: potency means the concentration at half of the fitted maximal effect; on the % scale 0 is the no-effect control and ±100 the full control effect
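Kinetic readout of DNA synthesis with strand displacement by Pol beta. Compound and 10 nM enzyme sit 15 min at room temperature; 50 nM substrate starts the reaction, read immediately and at 10 min.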
Apoferritin bind = qHTS Assay for Identification of Novel General Anesthetics; Ferritin light chain (Equus caballus), P02791; apoferritin/1-aminoanthracene competitive binding, fluorescence; Potency, µM (highest dose often 77.5 µM), inactives show at the highest dose activity change, negative = displacement, usual class: inhibitors; 350,000 compounds, 0.074% hits; further: potency means the concentration at half of the fitted maximal effect; on the % scale 0 is the no-effect control and ±100 the full control effect; nearly all actives have a fitted effect of over 20% in size
Target sequence (P02791 2-175 limits assumed): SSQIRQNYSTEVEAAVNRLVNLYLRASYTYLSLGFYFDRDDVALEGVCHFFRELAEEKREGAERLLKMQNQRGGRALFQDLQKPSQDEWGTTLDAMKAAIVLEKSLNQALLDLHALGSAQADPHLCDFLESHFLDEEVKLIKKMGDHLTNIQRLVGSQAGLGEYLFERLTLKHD
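Probe: 1-aminoanthracene (50% saturated, PBS). Protein: horse-spleen apoferritin, 10 uM. Incubation: 10 min, room temperature. Detection: 380 nm excitation, 535 nm emission. Analysis: normalized response, four-parameter Hill.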
ALOX12 inh = Primary qHTS assay for inhibitors of human arachidonate 12S-lipoxygenase (ALOX12): Round 2. Polyunsaturated fatty acid lipoxygenase ALOX12 (Homo sapiens), P18054. Potency, µM (titrated, usually from 108 µM), for the others: at the top dose activity change, negative = inhibition, actives largely listed as inhibitors. purified 12hLO, xylenol orange hydroperoxide absorbance. 580,000 compounds, 1.1% hits; further: potency means the concentration at half of the fitted maximal effect; on the % scale 0 is the no-effect control and ±100 the full control effect
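Purified human 12hLO at 150 nM in 25 mM Hepes, 0.01% Triton X-100, pH 7.0, preincubated 15 min at room temperature with compound. Reaction started with 40 uM arachidonic acid, 30 min at room temperature. Hydroperoxide measured by Fe-xylenol orange, 573/405 nm absorbance ratio.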
POLK inh = qHTS for Inhibitors of Polymerase Kappa | DNA polymerase kappa (Homo sapiens), Q9UBT6 | purified Pol kappa, fluorescent DNA synthesis assay, 10 min | Potency, µM (top dose mostly 107 µM), inactives show top-dose activity, negative = inhibition, most hits filed as inhibitors | 400,000 compounds, 0.53% hits; further: potency means the concentration at half of the fitted maximal effect; on the % scale 0 is the no-effect control and ±100 the full control effect
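Kinetic fluorescence readout at 0 and 10 min followed reaction start with substrate at 50 nM final. Beforehand, enzyme (10 nM Pol kappa) stood 15 min with compound at room temperature; buffer-only wells were negative controls.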
ERG-DNA inh = qHTS for Small Molecule Inhibitors of the ERG Ets/DNA interaction | Transcriptional regulator ERG (Homo sapiens), P11308 | fluorescence polarization, His-ERG Ets domain / labelled DNA | Potency, µM (titrated, usually from 76.9 µM), inactives show top-dose FP activity, negative = inhibition, hits mostly inhibitors | 370,000 compounds, 0.028% hits | AID 624246, 2012; active means well fitted inhibition curve with a large enough effect in the polarisation, with a control signal flat; inconclusive means small, poorly fitted or top-dose-only effect, or effect the other way, or a change in a side signal; inactive means no such curve, though single readings can be large or run the other way; the % refers to the polarisation;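 further: polarization taken with two DNA probes labelled with fluorescein and Texas red; potency means the concentration at half of the fitted maximal effect; % of control where 0% means no effect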
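His-tagged ERG Ets domain (1 uM in the protein solution; 300mM KCl, 50mM Tris-HCl, 1mM EDTA, 1mM DTT, pH 7.5) received compound, then a probe mix of 5 nM fluorescein-DNA and 100nM Texas-615-DNA. Fluorescence polarization was read for both dyes.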
The depositor's hits bear a star; i = inactive; u = inconclusive; x = no result given; & = joins results of further samples; [ ] = remark or other dose. Unless noted, the call rests on the fitted dose curve; in most records, active means well fitted curve in the direction sought with a large enough effect; inconclusive means small, poorly fitted or top-dose-only effect, or another doubt; inactive means no such curve, though single readings can be large; an effect the other way counts as inactive or inconclusive. An excerpt, so the mix of outcomes need not match the whole.

| Molecule | BLM helicase inh | Pol iota inh | APE1 inh | TRHR ag | POLB inh | Apoferritin bind | ALOX12 inh | POLK inh | ERG-DNA inh |
| --- | --- | --- | --- | --- | --- | --- | --- | --- | --- |
| O=C(Nc1ccccc1)c1ccc(=O)n(Cc2cccc(Cl)c2)c1 | -4% | 70%[activator] | 3% | -0.8 | 0% | -16% | 6% | -8% | -5% |
| COc1ccc(C(CNC(=O)COc2ccccc2C)N2CCCCC2)cc1 (stereo not drawn) | x | -18% | -6% | 0.2 | x | x | -9% | -12% | 8% |
| O=C1NC(Cc2c[nH]c3ccccc23)C(=O)N1CCOc1ccc(F)cc1 (stereo not drawn) | -8% | 3% | -3% | 1.4 | 14% | -15% | -4% | -10% | 1% |
| CCCn1c(N)c(C(=O)CN(C)CC(=O)Nc2c(Cl)cccc2Cl)c(=O)[nH]c1=O | x | 13% | -5% | -0.1 | x | x | 377%[activator] | -9% | 2% |
| CCSc1ncnc2c1sc1nc(-c3ccco3)c3c(c12)CC(C)(C)OC3 | -2% | x | -8% | -0.1 | u | -6% | u | x | x |
| Cc1ccc(S(=O)(=O)NC(=O)N2CCCC(C)(C)C2)cc1 | 0% | 3% | 1% | 0.1 | -30% | 6% | 0% | 0% | -11% |
| CS(=O)(=O)c1ccc2nc(NC(=O)CN3CCN(Cc4ccccc4)CC3)sc2c1 | -1% | 33%[activator] | -2% | 0.3 | -11% | -9% | -19% | 3% | 1% |
| O=C(O)/C=C\C(=O)Nc1ccccc1C#Cc1ccccc1 | -4% | 20% | -3% | 0.3 | -19% | u | u | -3% | 3% |
| O=C(Nc1nc2ccccc2n1CCOc1ccccc1)c1ccco1 | -8% | -11% | -2% | 1.1 | 1% | -5% | 127%&6%[activator] | -9% | -2% |
| NC(=O)c1ccccc1OCc1nc2ccccc2s1 | -3% | 7% | 6% | 0.2 | 44% | -10% | -20% | -16% | -1% |
| CC(C)c1ccc(-c2nnc(N)s2)cc1 | 3% | 20% | -10% | -0.2 | -1% | -21% | 9% | -1% | -5% |
| CC1CCN(C2CCN(S(=O)(=O)c3ccc(C(F)(F)F)cc3)CC2)CC1 | 2% | 11% | -1% | -1.2 | 24% | 6% | -29% | -7% | -3% |
| Nc1cc(Cl)ccc1C(=O)OCC(=O)NC(=O)NCc1ccccc1 | 1% | -6% | 9% | -0.7 | 12% | -3% | -5% | -5% | 6% |
| Cc1nn(-c2ccc(Cl)cc2)c2[nH]c(=O)c(CNCc3ccc4c(c3)OCO4)cc12 | 7% | -6% | -1% | -0.5 | -1% | u | 0% | -14% | -5% |
| O=S(=O)(c1ccc(-c2cc(C(F)(F)F)on2)s1)N1CCN(c2ccccc2)CC1 | 0% | 40%[activator] | x | 0.1 | 2% | 0% | -8% | -5% | -3% |
| O=C(Nc1ncccc1Cl)c1cc2ccccc2o1 | 1% | 26% | 46% | -0.8 | 3% | -7% | -7% | -6% | -5% |
| COC(=O)[C@H](C)N(Cc1ccc(Cl)c(Cl)c1)S(=O)(=O)CCNC1CCCC1 | x | 10% | -21% | x | x | x | x | -24% | 5% |
| COc1cc(N=c2c([N+](=O)[O-])nn(-c3ccc4c(c3)OCCO4)n2O)cc(OC)c1 | -4% | 34%[activator] | -5% | -0.6 | 6% | -9% | -7% | -19% | x |
| COc1ccc2oc(=O)c(C(=O)Nc3ccccc3O)cc2c1 | -4% | u | 25% | 0.3 | 41% | -2% | 20% | -4% | 13% |
| COc1ccc2nc(N3CCOCC3)cc(C)c2c1 | 1% | 27% | -1% | -1.0 | -11% | -1% | -13% | 0% | x |
| CC(=O)Nc1ccc(C(=S)NCc2ccco2)cc1 | -1% | 1% | 2% | 0.2 | -3% | -19% | -12% | 6% | 12% |
| O=C(NC1CCCCCC1)c1c(O)c2cccc3c2n(c1=O)CCC3 | -2% | x | 0% | 0.0 | 15% | -12% | x | x | x |
| COc1ccc(NS(=O)(=O)c2ccc3[nH]c(=O)[nH]c3c2)cc1OC | -2% | 65%[activator] | -18% | 1.3 | 22% | 0% | -4% | -15% | 3% |
| CCC(=O)c1c(NCCc2ccccc2)cc(C)oc1=O | -8% | 1% | 4% | -0.9 | -26% | -16% | -1% | 3%[60.1 µM] | -8% |
| CCOC(=O)c1c(NC(=O)c2ccc(N3C(=O)C4C5C=CC(C5)C4C3=O)cc2)sc2c1CCCC2 (stereo not drawn) | -1% | 21% | -1% | -0.5 | 18% | -9% | -13% | 7% | -1% |

Reprinted from the part before: 4 compounds, followed by the next part.
| Molecule | BLM helicase inh | Pol iota inh | APE1 inh | TRHR ag | POLB inh | Apoferritin bind | ALOX12 inh | POLK inh | ERG-DNA inh |
| --- | --- | --- | --- | --- | --- | --- | --- | --- | --- |
| O=C(NC1CCCCCC1)c1c(O)c2cccc3c2n(c1=O)CCC3 | -2% | x | 0% | 0.0 | 15% | -12% | x | x | x |
| COc1ccc(NS(=O)(=O)c2ccc3[nH]c(=O)[nH]c3c2)cc1OC | -2% | 65%[activator] | -18% | 1.3 | 22% | 0% | -4% | -15% | 3% |
| CCC(=O)c1c(NCCc2ccccc2)cc(C)oc1=O | -8% | 1% | 4% | -0.9 | -26% | -16% | -1% | 3%[60.1 µM] | -8% |
| CCOC(=O)c1c(NC(=O)c2ccc(N3C(=O)C4C5C=CC(C5)C4C3=O)cc2)sc2c1CCCC2 (stereo not drawn) | -1% | 21% | -1% | -0.5 | 18% | -9% | -13% | 7% | -1% |
| CSc1ncc(Cl)c(C(=O)N(Cc2ccc(N(C)C)cc2)Cc2ccco2)n1 | -6% | 22% | x | -0.4 | 0% | u | -29% | 0% | 0% |
| COc1ccc(C(=O)NNC(=O)C(=O)N2CCCCC2)cc1OC | 1% | 18% | 23% | 0.8 | 27% | -10% | u | -6% | 5% |
| Cc1ccccc1S(=O)(=O)NC(=NCc1ccc(F)cc1)c1ccccc1 | x | 67%[activator] | 3% | x | x | x | 9% | -14% | 3% |
| CC(=O)Nc1ccc(NC(=O)C(C)OC(=O)c2c(C)nn(-c3ccccc3)c2Cl)cc1 (stereo not drawn) | x | 23% | 4% | 0.0 | x | x | 0% | 0% | -14% |
| CC1CN(C2CCN(C(=O)c3cccc(Cl)c3)CC2)CC(C)O1 (stereo not drawn) | 1% | 1% | 4% | 0.0 | 40% | -9% | u | -9% | -1% |
| C[C@@H](NC(=O)[C@@H]1Cc2ccccc2CN1C(=O)OC(C)(C)C)C(=O)NCc1ccco1 | 1% | u | 1% | -1.0 | 10% | 1% | 68%[activator] | -39% | 6% |
| COC(=O)C1=C(C)N(Cc2ccc(C)cc2)C(=O)/C1=C\c1cc(OC)c(OC)c(OC)c1 | 1% | u | -3% | 0.3 | 0% | -15% | u | -7% | 8% |
| CC(C)(C)Sc1ccc2nc3c(n2c1)CCCC3 | 0% | -7% | 1% | -1.8 | 7% | -7% | -1% | -1% | -2% |
| COc1ccc(NC(=O)COc2cccc3c2CCNC3=O)cc1 | x | -6% | 16% | -0.1 | x | x | 0% | -12% | -12% |
| CN1/C(=C\C(=O)Nc2ccc(F)cc2)C(C)(C)c2ccccc21 | -13% | -18% | -6% | 1.8 | 3%[57.1 µM] | 2% | -24% | -8% | -13% |
| COC(=O)c1c(NC(=O)/C=C/C(=O)O)sc(Cc2ccccc2)c1C | -3% | -26% | 1% | -0.3 | -28% | u | x | -7% | x |
| C=CCNCCCCOc1ccc(C)cc1[N+](=O)[O-] | 6% | 16% | 0% | 0.1 | 25% | -9% | u | 5% | -7% |
| OCC1(Cc2cccc(C(F)(F)F)c2)CCN(Cc2cc(F)cc(F)c2)CC1 | -12% | 18% | -6% | 1.9 | -12% | -22% | -20% | -15% | 14% |
| Cc1ccc(C(c2sc3nc(C)nn3c2O)N2CCN(c3ccccc3F)CC2)cc1 (stereo not drawn) | -3% | 3% | -2% | -0.1 | 28% | u | 28% | -4% | 5% |
| O=C(Cn1cnc2ccccc2c1=O)NCC1COc2ccccc2O1 (stereo not drawn) | -14% | 7% | 12% | 0.2 | -1% | -13% | i | -10% | 2% |
| O=Cc1ccc(N2N=C(c3ccccc3)CC2c2ccccc2)cc1 (stereo not drawn) | -9% | 28% | 18% | 5.0 | -4% | 57%[activator] | 37%[activator] | 0% | -8% |
| CCc1cc2c(=O)c(-c3ccc4c(c3)OCCO4)coc2cc1OS(C)(=O)=O | 1% | -3% | -2% | -0.8 | 11% | -3% | -7% | -11% | 13% |
| Cc1cccc(C)c1Nc1nnc(SCC(=O)Nc2cc(S(=O)(=O)N3CCCCC3)ccc2Cl)s1 | -5% | 9% | -4% | 0.6 | -21% | -5% | 9% | 0% | -5% |

Just POLK inh, for some of the entries so far:
Compound	POLK inh
CC1CN(C2CCN(C(=O)c3cccc(Cl)c3)CC2)CC(C)O1 (stereo not drawn)	-9%
CSc1ncc(Cl)c(C(=O)N(Cc2ccc(N(C)C)cc2)Cc2ccco2)n1	0%
C[C@@H](NC(=O)[C@@H]1Cc2ccccc2CN1C(=O)OC(C)(C)C)C(=O)NCc1ccco1	-39%

Compound activity deposited in PubChem BioAssay by National Center for Advancing Translational Sciences (NCATS).
